Screens: PubChem, National Center for Advancing Translational Sciences (NCATS)
HCV inh = qHTS Assay for Inhibitors of Hepatitis C Virus (HCV) | Huh7.5.1 HCVcc-Cre infection, luciferase reporter, 44 h | Potency, µM (doses to about 41.8 µM), for inactives: top-dose activity change, negative = inhibition, most hits filed as inhibitors | hit rate 3.4% among 340,000 | AID 651820, 2012; also: potency is read from the fitted curve at half-maximal effect
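Seed cells (1,000/well) for 4 h; treat with compound and infect with HCVcc-Cre, moi about 0.5. Incubate 44 h, then detect luciferase activity.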
AmpC inh no detg = qHTS Inhibitors of AmpC Beta-Lactamase (assay without detergent) | P00811 | hit rate 0.52% among 330,000 | Potency, µM (highest dose often 57.1 µM), inactives show at the top dose activity change, negative = inhibition, usual class: inhibitors | AmpC nitrocefin hydrolysis, absorbance 480 nm, 0.0001% Triton;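 also: potency is read from the fitted curve at half-maximal effect; plate controls were no compound for no effect and no enzyme for full effect; nearly all actives have a fitted effect of over 20% in size; some results filed as inactive show a strong effect at the top dose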
Target sequence (P00811 whole entry, looked up): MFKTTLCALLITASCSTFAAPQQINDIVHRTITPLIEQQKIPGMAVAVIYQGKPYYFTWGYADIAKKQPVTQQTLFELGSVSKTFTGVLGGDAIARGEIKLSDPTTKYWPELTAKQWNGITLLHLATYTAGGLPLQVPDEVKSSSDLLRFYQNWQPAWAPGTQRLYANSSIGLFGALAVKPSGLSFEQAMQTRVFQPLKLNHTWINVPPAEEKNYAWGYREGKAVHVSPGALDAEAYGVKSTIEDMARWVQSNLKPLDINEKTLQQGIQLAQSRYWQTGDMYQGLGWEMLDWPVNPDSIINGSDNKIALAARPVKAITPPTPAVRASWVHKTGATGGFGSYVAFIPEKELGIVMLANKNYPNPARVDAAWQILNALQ
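AmpC (5.3 nM in the dispensed reagent) in 20 mM phosphate pH 7.0 with 0.01% (detergent screen) or 0.0001% Triton X-100 was preincubated with compounds for 15 min at room temperature. Nitrocefin was then added from an 800 uM solution, and hydrolysis was followed at 480 nm.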
Tb PYK inh = qHTS of Trypanosoma Brucei Inhibitors. AID 624173, 2012. hit rate 0.12% among 410,000. Potency, µM (top dose mostly 76.8 µM), for inactives: at the top dose activity, negative = inhibition, hits mostly inhibitors. TbPYK enzyme, Kinase-Glo Plus ATP luminescence, 45 min; also: potency is read from the fitted curve at half-maximal effect; nearly all actives have a fitted effect of over 50% in size
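TbPYK + substrate in 50 mM TEA pH 7.2, 100 mM KCl, 10 mM MgCl2, 0.05% BSA, 0.01% Tween-20; cpd pinned; ADP 130 uM final; 45 min RT; Kinase-Glo Plus 10 min; luminescence endpoint.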
AmpC inh detg = qHTS Inhibitors of AmpC Beta-Lactamase (assay with detergent). P00811. AmpC hydrolysis of nitrocefin, absorbance 480 nm, 0.01% Triton. Potency, µM (top dose mostly 114 µM), for the others: at the top dose activity change, negative = inhibition, hits mostly inhibitors. hit rate 0.041% among 370,000;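 also: potency is read from the fitted curve at half-maximal effect; 0% = no-compound wells and -100% = no-enzyme wells; nearly all actives have a fitted effect of over 25% in size; some results filed as inactive show a strong effect at the top dose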
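AmpC (5.3 nM in the dispensed reagent) in 20 mM phosphate pH 7.0 with 0.01% (detergent screen) or 0.0001% Triton X-100 was preincubated with compounds for 15 min at room temperature. Nitrocefin was then added from an 800 uM solution, and hydrolysis was followed at 480 nm.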
AMA1 RON2 block = qHTS for Inhibitors of AMA1-RON; Towards Development of Antimalarial Drug Lead: Primary Screen; hit rate 0.2% among 360,000; Plasmodium falciparum AMA1 (3D7) - RON2 peptide interaction; Potency, µM (titrated, usually from 58.2 µM), for the others: top-dose activity change, negative = inhibition, actives largely listed as inhibitors; AlphaScreen AMA1-biotinylated RON2 peptide binding;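 also: potency is read from the fitted curve at half-maximal effect; 0% = vehicle wells and -100% = peptide control; nearly all actives have a fitted effect of over 45% in size; some results filed as inactive show a strong effect at the top dose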
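AMA1 (3D7) with his tag at 25 nM final met compounds first, then biotinylated RON2 peptide at 25 nM; detection used donor plus acceptor beads, 10 µg/mL apiece, read by AlphaScreen after 30 min at room temperature.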
HCMV inh = qHTS Assay for inhibitors of the human cytomegalovirus (HCMV); HFF cells, HCMV-luciferase reporter, 72 h; stronger effect = lower value; activity change, negative = inhibition, % at 57.5 µM; hit rate 4.5% among 410,000; in the data active = activity change below about -60%; inconclusive = no clear call, values can overlap the other calls; inactive = above about -39%
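Compounds were evaluated in HFFs infected with an HCMV luciferase reporter virus (MOI 1 PFU/cell). Luciferase in lysates collected 72 h post infection served as the replication measure.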
LmPK inhibitor = qHTS Assay for Inhibitors of Leishmania Mexicana Pyruvate Kinase (LmPK). Q27686. Potency, µM (top dose mostly 57.5 µM), for the others: top-dose activity change, negative = inhibition, hits mostly inhibitors. purified LmPK, Kinase-Glo ATP luminescence, 1 h. AID 1721, 2009. hit rate 0.37% among 290,000; also: potency is read from the fitted curve at half-maximal effect
Target sequence (Q27686 whole entry, looked up): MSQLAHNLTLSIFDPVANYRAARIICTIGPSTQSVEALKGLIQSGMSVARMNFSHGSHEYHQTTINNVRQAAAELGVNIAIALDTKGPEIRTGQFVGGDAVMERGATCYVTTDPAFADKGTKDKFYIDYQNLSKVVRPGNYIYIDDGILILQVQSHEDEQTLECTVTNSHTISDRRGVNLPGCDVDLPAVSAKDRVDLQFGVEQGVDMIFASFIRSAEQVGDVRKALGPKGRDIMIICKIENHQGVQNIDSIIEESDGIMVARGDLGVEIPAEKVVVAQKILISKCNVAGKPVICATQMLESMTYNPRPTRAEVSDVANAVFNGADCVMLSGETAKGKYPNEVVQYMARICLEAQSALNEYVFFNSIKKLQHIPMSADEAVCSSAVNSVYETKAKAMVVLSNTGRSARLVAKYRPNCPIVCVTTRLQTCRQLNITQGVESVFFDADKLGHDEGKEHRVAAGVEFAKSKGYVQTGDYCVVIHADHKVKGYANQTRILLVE
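Kinase-Glo luminescence read after 1 h RT reaction of 0.1 nM LmPK with 0.5 mM PEP and 0.1 mM ADP. Activity scaled between uninhibited and enzyme-free controls.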
Starred values were filed as active, the others as inactive; ? = inconclusive; . = no result given; [ ] = dose if it differs, or a comment. Unless noted, calls follow the shape of the dose curve; as a rule, active = well fitted curve in the direction sought with a large enough effect; inconclusive = small, poorly fitted or top-dose-only effect, or another doubt; inactive = no such curve, though single readings can be large; an effect the other way counts as inactive or inconclusive. Unless noted, % is scaled to controls: 0 for no effect and ±100 for the full control effect.

#1 O=C(N/N=C/c1cccs1)c1ccc2ncccc2c1
#2 COc1ccc(C(=O)NC(C)c2nnc(SCC(=O)Nc3nc(C)cs3)n2C)cc1 (stereo not drawn)
#3 O=C(CC(CC(=O)c1ccccc1)c1ccccn1)c1ccccc1
#4 CC1=CC(C)(C)N2C(=O)C3(C(C#N)=C(N)Oc4cc(O)ccc43)c3c(C)c(C)cc1c32 (stereo not drawn)
#5 c1ccc2sc(NC3=NCN(CCN4CCOCC4)CN3)nc2c1
#6 Cc1ccc(CNS(=O)(=O)c2ccc(-n3cnnn3)c(C)c2)cc1
#7 CCC(c1nnc(SCC(=O)Nc2cc(C)on2)o1)N(C)C (stereo not drawn)
#8 Fc1ccc(N/N=C(/c2ccccc2)c2ccccn2)cc1

compound no. | 1 | 2 | 3 | 4 | 5 | 6 | 7 | 8
HCV inh | -9% | 11% | -20% | ? | -12% | -11% | 2% | ?
AmpC inh no detg | -25% | -9% | . | 0% | -1% | -11% | 1% | -13%
Tb PYK inh | 1% | ? | 1% | 1% | 2% | 0% | -8% | -11%
AmpC inh detg | 4% | -13% | . | 7% | 4% | -15% | -13% | 9%
AMA1 RON2 block | 18% | 2% | 24% | -12% | 1% | 0% | 43%[activator] | -9%
HCMV inh | -38 | 40 | -24 | 13 | 4 | -31 | 3 | -61*
LmPK inhibitor | 0% | 1% | . | 4% | 2% | 1% | . | 3%

#9 CC(=O)Nc1ccc(S(=O)(=O)Nc2ccccc2N2CCOCC2)cc1
#10 O=c1cc(O)c(-c2cccc(Cl)c2)c(Cl)[nH]1
#11 O=C(C1=C(O)C(=O)N(CCN2CCOCC2)C1c1ccc(Br)cc1)c1cc2ccccc2o1 (stereo not drawn)
#12 C/C(=N\Nc1ccc(C#N)cc1[N+](=O)[O-])c1ccc(C)o1
#13 COC(=O)c1c(C#N)c(N)nc2c1CCCC2
#14 Cn1c(=NC(=O)CSCC(=O)N2CCOCC2)sc2ccccc21
#15 CNC(=S)Nc1cc(C(F)(F)F)ccc1Cl
#16 CCN1CCN(S(=O)(=O)c2ccc(C(=O)Nc3ccccc3)cc2)CC1

compound no. | 9 | 10 | 11 | 12 | 13 | 14 | 15 | 16
HCV inh | -23% | 18% | 3% | -7% | ? | 7% | 16% | -11%
AmpC inh no detg | 0% | -14% | 43% | -5% | -3% | -9% | -16% | -3%
Tb PYK inh | 6% | -3% | 4% | -1% | 0% | -1% | -6% | -17%
AmpC inh detg | 3% | -6% | -7% | 1% | -2% | 3% | 9% | -5%
AMA1 RON2 block | 14% | -20% | 4% | -28% | 4% | 6% | 5% | 0%
HCMV inh | -2 | -4 | 20 | -14 | -9 | 88 | 0 | ?
LmPK inhibitor | . | 7% | -2% | -1% | -3% | 4% | -1% | 1%

#17 CC(C)CCOCC(=O)Oc1ccccc1C(=O)O
#18 C[C@@H](NC(=O)c1ncn2c1c(=O)[nH]c1cccnc12)c1ccccc1
#19 COc1cccc(NC(=O)C2CC(=O)N(Cc3ccco3)C2)c1 (stereo not drawn)
#20 CCOc1cc(-c2ccc3c(c2)OCO3)cc(=O)c2c(C)oc(C)c12
#21 CCOc1ccc(Nc2nnc(Cc3ccc(OC)cc3)c(=O)[nH]2)cc1
#22 NNc1nc(-c2ccccc2)cc(-c2ccccc2)n1
#23 O=Cc1sc([O-])nc1-[n+]1ccc2ccccc2c1
#24 COc1ccc(NC(=O)CCCNC(=O)c2ccc(Cl)cc2)c(OC)c1

compound no. | 17 | 18 | 19 | 20 | 21 | 22 | 23 | 24
HCV inh | -8% | . | 15% | -5% | 4% | 13µM* | 3% | -19%
AmpC inh no detg | -10% | . | -12% | -23% | -4% | -22% | -12% | 11%
Tb PYK inh | 2% | -1% | 4% | . | 3% | 1% | -16% | 2%
AmpC inh detg | -11% | . | 5% | ? | 9% | -4% | 3% | 1%
AMA1 RON2 block | -3% | 5% | 14% | . | -2% | 63%[activator] | 17% | -3%
HCMV inh | -22 | 15 | 50 | . | ? | -36 | . | -31
LmPK inhibitor | 6% | . | . | 8% | 12% | 0% | -17% | -1%

#25 Cc1nc2c(C(=O)NCCCN(CC(C)C)CC(C)C)cnn2c(C)c1Cc1c(F)cccc1Cl
#26 COc1ccccc1NC(=O)c1cnc2c(-c3ccccc3)c(C)nn2c1C
#27 COc1ccc(/C(N)=N/OC(=O)CSc2ccc(C)cc2)cc1
#28 COc1ccc(CCC(=O)NCc2nc3cccnc3n2Cc2ccc(F)cc2)cc1
#29 O=S1(=O)CCN(Cc2ccc(Cl)c(C(F)(F)F)c2)CC1
#30 O=c1c2cccnc2n(Cc2ccccc2F)c(=O)n1Cc1ccccc1Cl
#31 CC(C)Cn1c(CCCNC(=O)c2ccc(F)cc2)nc2ccccc21
#32 CC(=O)c1cccc(NC(=O)C2CC(=O)N(c3cccc(C)c3C)C2)c1 (stereo not drawn)
#33 COc1ccc(CCNC(=O)CCOc2ccc(C)cc2)cc1OC
#34 O=C1NC(=O)[C@@H]2C3c4ccccc4C=CN3[C@H](C(=O)c3cccs3)[C@H]12 (stereo partly drawn)
#35 Cc1ccc(CNC(=O)c2nnc(CS(=O)(=O)c3ccccc3)o2)cc1

compound no. | 25 | 26 | 27 | 28 | 29 | 30 | 31 | 32 | 33 | 34 | 35
HCV inh | . | ? | -5% | . | 2% | . | -27% | 9% | -3% | . | 2%
AmpC inh no detg | . | 70%[activator] | -34% | . | 1% | . | 17% | 17% | 40% | -22% | -25%
Tb PYK inh | 1% | 3% | -18% | 4% | -4% | -2% | 2% | 0% | -10% | . | 0%
AmpC inh detg | 1% | 4% | 0% | -6% | 1% | -1% | ? | 3% | 14% | -11% | -11%
AMA1 RON2 block | . | -1% | 89%[activator] | . | 6% | . | -3% | 11% | -1% | . | 4%
HCMV inh | ? | ? | 23 | ? | 0 | 10 | -5 | -10 | 6 | . | 25
LmPK inhibitor | . | 0% | -3% | . | 3% | . | 3% | 0% | -10% | 4% | -6%

In the list so far, 10 have a halogen:
#8 Fc1ccc(N/N=C(/c2ccccc2)c2ccccn2)cc1
#10 O=c1cc(O)c(-c2cccc(Cl)c2)c(Cl)[nH]1
#11 O=C(C1=C(O)C(=O)N(CCN2CCOCC2)C1c1ccc(Br)cc1)c1cc2ccccc2o1 (stereo not drawn)
#15 CNC(=S)Nc1cc(C(F)(F)F)ccc1Cl
#24 COc1ccc(NC(=O)CCCNC(=O)c2ccc(Cl)cc2)c(OC)c1
#25 Cc1nc2c(C(=O)NCCCN(CC(C)C)CC(C)C)cnn2c(C)c1Cc1c(F)cccc1Cl
#28 COc1ccc(CCC(=O)NCc2nc3cccnc3n2Cc2ccc(F)cc2)cc1
#29 O=S1(=O)CCN(Cc2ccc(Cl)c(C(F)(F)F)c2)CC1
#30 O=c1c2cccnc2n(Cc2ccccc2F)c(=O)n1Cc1ccccc1Cl
#31 CC(C)Cn1c(CCCNC(=O)c2ccc(F)cc2)nc2ccccc21

compound no. | 8 | 10 | 11 | 15 | 24 | 25 | 28 | 29 | 30 | 31
HCV inh | ? | 18% | 3% | 16% | -19% | . | . | 2% | . | -27%
AmpC inh no detg | -13% | -14% | 43% | -16% | 11% | . | . | 1% | . | 17%
Tb PYK inh | -11% | -3% | 4% | -6% | 2% | 1% | 4% | -4% | -2% | 2%
AmpC inh detg | 9% | -6% | -7% | 9% | 1% | 1% | -6% | 1% | -1% | ?
AMA1 RON2 block | -9% | -20% | 4% | 5% | -3% | . | . | 6% | . | -3%
HCMV inh | -61* | -4 | 20 | 0 | -31 | ? | ? | 0 | 10 | -5
LmPK inhibitor | 3% | 7% | -2% | -1% | -1% | . | . | 3% | . | 3%
